# SIRT5 inh: sirtuin-5 (human) deacylase inhibition; Q9NXA8; Purified SirT5, succinyl-peptide AMC, trypsin-coupled fluorescence; inhibition, % at 15 µM; 1.1% of 330,000 active; in the data active means inhibition above about 15%; inconclusive means no clear call, values can overlap the other calls
# Target sequence (Q9NXA8 whole entry, looked up): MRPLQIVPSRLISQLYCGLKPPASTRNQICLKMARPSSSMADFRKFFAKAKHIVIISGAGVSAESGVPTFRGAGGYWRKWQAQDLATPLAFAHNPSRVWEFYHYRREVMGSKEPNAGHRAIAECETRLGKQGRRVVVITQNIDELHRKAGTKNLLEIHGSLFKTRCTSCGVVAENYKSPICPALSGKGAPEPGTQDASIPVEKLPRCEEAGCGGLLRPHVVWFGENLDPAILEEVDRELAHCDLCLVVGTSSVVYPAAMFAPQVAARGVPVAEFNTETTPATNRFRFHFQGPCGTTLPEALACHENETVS
# Casp6 inh: blocks human caspase-6 cleavage activity. P55212. purified caspase-6, Z-VEID-R110 cleavage fluorescence. inhibition, % at 12.5 µM. 0.53% of 350,000 active;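 active means mean inhibition across replicates at least about 35%, with every replicate also reaching that limit, limit read from the data; inconclusive means only one of the two criteria met; inactive means neither criterion met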;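 further: 0% = median of neutral control wells and 100% = no fluorescence left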
# Target sequence (P55212 24-179 limits assumed): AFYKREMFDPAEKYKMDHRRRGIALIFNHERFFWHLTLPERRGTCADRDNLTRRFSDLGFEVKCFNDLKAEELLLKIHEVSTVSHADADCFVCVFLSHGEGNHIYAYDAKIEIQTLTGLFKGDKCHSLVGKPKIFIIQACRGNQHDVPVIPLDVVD
# Target sequence (P55212 194-293 limits assumed): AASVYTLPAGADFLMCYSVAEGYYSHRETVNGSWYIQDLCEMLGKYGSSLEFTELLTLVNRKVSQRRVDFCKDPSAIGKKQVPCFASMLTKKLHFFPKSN
# LGR2 inh: Drosophila LGR2 receptor signaling inhibition | inhibition, % at 9.99 µM | HEK293 LGR2, CRE-luciferase, bursicon-stimulated, 4 h | AID 720647 | 0.35% of 380,000 active;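 active means drop in luminescence signal, shown as inhibition above about 50% in the replicate tests, limit read from the data, passing the limit was not always enough; inconclusive means probably only some replicates passing the limit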;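 further: agonist challenge used bursicon conditioned medium at about half maximal strength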
# FN deposition inh: fibronectin deposition inhibition; AH1F fibroblasts, Alexa488-fibronectin deposition fluorescence, overnight; 0.086% of 350,000 active; AID 743247; inhibition, % at 12.6 µM;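 active means mean inhibition across replicates of 30% or more, regardless of how many single replicates reach that level; inconclusive means mean under 30% yet at least half of replicates reach 30%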;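 further: positive control wells lacked labelled fibronectin entirely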
#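 material = AH1F fibroblast monolayer depositing Alexa488-labelled fibronectin into matrix | amount = 10000 AH1F cells/well | buffer or medium = DMEM plus 2% serum, read in PBS | incubation = 1 h cell adhesion before compound, then overnight fibronectin incubation | detection = fluorescence at 485 nm excitation, 525 nm emission | evaluation = percent inhibition as loss of matrix-bound fibronectin fluorescence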
# S100A4 inh HTS: S100A4-myosin IIA interaction inhibition; 0.14% of 360,000 active; P26447; AID 652163; inhibition, % at 10.7 µM; S100A4/TAMRA-MyoIIA peptide fluorescence polarization;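 active means mean inhibition of at least 70% across replicates, with every replicate also reaching that level; inconclusive means mean inhibition reaches 70% but some replicates fall short; inactive means mean inhibition below 70%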
# Target sequence (P26447 whole entry, looked up): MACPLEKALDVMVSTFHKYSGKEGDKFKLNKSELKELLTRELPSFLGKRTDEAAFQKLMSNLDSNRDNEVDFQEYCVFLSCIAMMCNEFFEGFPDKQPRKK
#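 incubation = readout 5 min after mixing, signal stable up to 60 min | system = S100A4 monomer protein | buffer or medium = HEPES pH 7.2 with CaCl2, KCl, NaCl, DTT, Triton | benchmarks = neutral control DMSO, positive control TFP | also added = fluorescent myosin IIA peptide, 5 nM | compound dosing = one concentration per compound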
# esBAF inh: SWI/SNF esBAF complex inhibition; AID 602393; mouse ES cells, Bmi1-luciferase knock-in reporter, 24 h; 100% = twice the neutral-well signal; reporter increase, % at 12.5 µM; 2% of 350,000 active; in the data active means activation above about 40%; inconclusive means no clear call, values can overlap the other calls;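 further: 0% = median of the plate's neutral control wells and 100% = double that signal; a rise in the Bmi1 reporter signal indicates esBAF inhibition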
# Statin myotox sup: protects C2C12 myotubes from simvastatin toxicity. ATP luminescence, 48 h; scaled: DMSO 0, geranylgeraniol control 100. 0.78% of 330,000 active. rescue of ATP level, % at 7.49 µM. AID 602340;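 active means mean ATP rescue above about 67%, or every replicate alone reaching that limit, limit read from the data, passing the limit was not always enough; inconclusive means no clear call, values can overlap the other calls; inactive means mean under the limit and some replicate under it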;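 further: myotubes were challenged with 10 µM simvastatin during compound exposure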
# * hit, by the source's call; ? = inconclusive; · = not tested or not shown; & = joins results of further samples. This is a subset. The share of hits here may be higher or lower than overall.
SMILES,SIRT5 inh,Casp6 inh,LGR2 inh,FN deposition inh,S100A4 inh HTS,esBAF inh,Statin myotox sup
CCc1nc2ccc(C(=O)NCCCN3CCCC3=O)cn2c1N(CCC(C)C)CCN(C)C,-6,-4,-8,-6,-3,3,0
C/C(CC(=O)Nc1ccc(N(C)C)cc1)=N\NC(=O)c1ccc(Cl)cc1,-1,-1,3,0,-6,7,-3
CCC(C(=O)NCc1cccs1)n1nc(C)n2c(cc3occc32)c1=O (configuration not stated),0,2,4,4,-18,4,0
Cc1nc([N+](=O)[O-])c(NCCO)n1Cc1ccccc1,0,-1,-9,-6,2,·,·
CC(C)[C@@H](C(=O)NC1CCCC1)N1C(=O)N2CCc3c([nH]c4ccccc34)[C@@]2(C)C1=O,·,-1,·,·,3,5,16
CN1CCN(C(=O)C[C@H]2CC[C@H]3[C@@H](COC[C@@H](O)CN3Cc3cccc(F)c3)O2)CC1,1,0&2,-10&-3,4&4,3&-1,0,-2
O=C(c1cnccn1)N1CCc2ccccc2C1,-2,5,26,-7,-4,7,-1
Cc1ccc2c(C)cc[n+](CCCS(=O)(=O)[O-])c2c1,·,·,11,-7,·,?,-6
CCc1ccc([C@@H]2CC=C(C(=O)O)[C@H](c3ccccc3)N2S(=O)(=O)c2ccc(C)cc2)cc1,1,6,-8,-8,0,6,-4
FC(F)(F)c1nc(-c2cccnc2)ncc1-c1nnnn1-c1ccccc1,·,·,·,4,·,7,-3
OC(COc1ccc(Cl)cc1)CN1CCCCC1 (configuration not stated),-4,-11,-8,·,-6,-5,-3
O=C(OCc1ccc(F)cc1)c1ccc2ccccc2n1,-2,·,-110,13,-3,2,1
Cc1cccc(Nc2ccccc2C(=O)O)c1C,1,7,·,1&1,2&1,3,2
COc1ccc2nc(NC(=O)CCc3nc(-c4ccccc4F)no3)sc2c1,·,·,-8,·,·,7,32
Cc1nc2ccc(NC(=O)[C@@H](NC(=O)c3c(F)cccc3F)C(C)C)cc2s1,-2,-7,4,0,12,4,-8
N#Cc1nc(Cc2cccc3ccccc23)oc1N1CCN(c2ccccc2)CC1,·,·,-8,·,·,-1,-26
CC(C)c1ccc(S(=O)(=O)NCc2ccc3c(c2)OCO3)cc1,0,2,4,-5,1,-2,4
Cc1ccc(NS(=O)(=O)c2cc(C(N)=O)ccc2C)cc1,2,1,-7,·,-1,1,2
CC(NC(=O)c1ccc2c(c1)C(=O)N(Cc1cccnc1)C2=O)c1ccccc1 (configuration not stated),-1,2,-1,16,2,-2,4
CC(Sc1n[nH]c(-c2ccccc2)n1)C(=O)c1c(N)n(C)c(=O)n(C)c1=O (configuration not stated),-5,1,-2,8,-3,0,-5
CCN(CC(=O)Nc1ccccc1C(F)(F)F)C(=O)CCc1ccccc1,·,2,-9,2,-4,-4,-2
COc1ccc(C(=O)NCCCc2ccccc2)cc1OC,-1,1,-10,3,-2,5,-1
Cc1ccc(S(=O)(=O)CCC(=O)OCC(=O)Nc2ncc(Cl)cc2Cl)cc1,·,·,·,1,·,6,4
O=C(CSc1nnc(-c2ccco2)c(-c2ccco2)n1)c1ccccc1,1,6,-2,0,-4,8,-7
CC(C)(C)c1ccc(C(=O)N2CCC2(C)C(=O)Nc2ccc3[nH]ncc3c2)cc1 (configuration not stated),2,3,10,12,-2,15,-8
Cc1ccc(C)c(NC(=O)Cn2cc(C(=O)C3CC3)c3ccccc32)c1,-3,-3,-2,10,-2,2,4
CC1(C)Cc2c(C#N)c(SCCC#N)nc(N3CCOCC3)c2CS1,·,·,·,6,·,-1,16
O=C(NCCN1CCN(Cc2ccccc2)CC1)c1ccc(CS(=O)(=O)c2ccc(Br)cc2)o1,-1,-12,-4,-7,-1,-4,-1
O=c1[nH]c2ccc(Cl)cc2c(-c2ccccc2)c1CN1CCOCC1,·,·,3,4,·,3,1
COC(C(=O)Nc1ccc(NC(=O)C(OC)c2ccccc2)cc1)c1ccccc1 (configuration not stated),1,-4,-3,10,24,-2,-11
CCCCCCSc1nsc(NC(C)=O)n1,-3,1,-60,·,-3,60*,0
COc1cccc(-c2ccc3ncnc(NCc4cc(C)cs4)c3c2)c1,-1,-7,17,16,-2,-2,-10
COc1ccc(CN(C)C[C@H]2OCCCC[C@H](C)Oc3ccc(NS(=O)(=O)c4ccccc4)cc3C(=O)N([C@H](C)CO)C[C@@H]2C)cc1,-6,7,-6,3,?,-4,·
CC1CCC2(CC1)NC(=O)N(CC(=O)NC1(C#N)CCCCC1)C2=O (configuration not stated),-1,-1,-2,4,-3,·,·
CCOC(=O)C1CCCN(S(=O)(=O)c2cn(C)c(=O)n(C)c2=O)C1 (configuration not stated),-2,-3,8,-1,-1,-6,-45
O=C(C[C@H]1C(=O)N(CCc2ccccc2)C[C@@H]1Cc1ccccc1)Nc1ccccc1,·,-1,16,-1,-7,-3,-2
O=S(=O)(Nc1ncccn1)c1ccc(NS(=O)(=O)c2cccc(Cl)c2Cl)cc1,-1,5,13,·,-3,·,·
COc1ccc([N+](=O)[O-])cc1/C=N/NC(=O)c1nonc1N,-1,·,3,5,1,-5,-2
CCn1c2ccccc2c2cc(/C=N/O)ccc21,-1,-2,27,1,-2,·,·
C[C@@H]1CN([C@@H](C)CO)C(=O)c2cc(C#CC3CCCCC3)cnc2O[C@@H]1CN(C)S(=O)(=O)c1ccccc1,16*,-2,0,·,-3,-2,3

# Some values from the results shown:
# COc1cccc(-c2ccc3ncnc(NCc4cc(C)cs4)c3c2)c1 in esBAF inh: -2
# Cc1ccc(C)c(NC(=O)Cn2cc(C(=O)C3CC3)c3ccccc32)c1 in Statin myotox sup: 4
# CCn1c2ccccc2c2cc(/C=N/O)ccc21 in LGR2 inh: 27

# New compounds follow:
SMILES,SIRT5 inh,Casp6 inh,LGR2 inh,FN deposition inh,S100A4 inh HTS,esBAF inh,Statin myotox sup
Cc1ccc(S(=O)(=O)Nc2ccc3c(c2)C(=O)N([C@H](C)CO)C[C@H](C)[C@H](CN(C)Cc2ccccc2)O3)cc1,6,-1,-12,·,-1,1,0
COc1cc(CNS(=O)(=O)c2ccc3c(c2)CC(C)N3C(=O)C2CCC2)cc(OC)c1OC (configuration not stated),2,2,7,9,-4,10,-3
CC(C)Cc1nc(SCC(=O)N2CCOCC2)c2c(=O)n(C)c(=O)n(C)c2n1,-4,0,-11,5,9,·,·
CC1(C)N=C(N)N=C(N)N1c1ccc(OCC(=O)Nc2ccccc2)c(Cl)c1,-4,1,7,·,-1,·,·
COc1ccc2nc(/C=N/NC(=O)CCCCCNC(=O)OC(C)(C)C)ccc2c1,-1,-1,-30,1,-5,·,·
Cc1ccc(NS(=O)(=O)c2ccc3c(c2)CCN3C(=O)CCC(=O)O)cc1Cl,2,0,3,-3,-8,-6,1
COc1ccc(C(C)C)cc1-c1cc(C(=O)NCc2cc(C(F)(F)F)cc(C(F)(F)F)c2)[nH]n1,-4,2,1,0,5,-6,2
O=C(OCN1C(=O)c2ccccc2C1=O)c1ccco1,-36,1,-15,·,16,6,-4
CCCCNc1c(-c2ccc(-c3ccc(OC)cc3)c(OC)c2)nc2ccccn12,-12,0,-44,2,14,27,-34
C[C@@]12CCC=C[C@H]1[C@H](c1ccc3ccccc3c1/C=C/c1ccccc1)N(Cc1ccccc1)C2=O,-4,4,13,14,-3,2,14
O=C(C1CC1)N1C[C@@H]2[C@H](c3ccccc31)[C@H](CO)N2C(=O)c1ccccc1,-5,4,-3,-5,1,3,-33
N#Cc1ccccc1Cn1c(=O)n(Cc2ccc(C(=O)NCc3ccco3)cc2)c(=O)c2sccc21,·,3,-13,-10,-2,8,-37
NS(=O)(=O)c1ccc(CNC(=S)NCc2ccc(F)cc2)cc1,-2,0,1,·,4,-3,14
Cc1csc(=Nc2cccnc2)n1Cc1ccco1,2,-1,1,-1,-4,1,1
CCOC(=O)/C(=N\Nc1ccccc1)c1csc(Nc2ccc(C)cc2)n1,-3,-1,-20,·,-3,9,-6
CCCC#Cc1cnc2c(c1)C(=O)N([C@@H](C)CO)C[C@H](C)[C@H](CN(C)C(=O)CN1CCOCC1)O2,-8,2,-8,3,17,3,-8
C[C@H](CCC(=O)O)[C@H]1CC[C@H]2[C@@H]3C(=O)C[C@@H]4CC(=O)CC[C@]4(C)[C@H]3CC(=O)[C@]12C,-3,4,·,0,-2,-5&0,-2
CCOC(=O)C1=C(C(=O)OCC)C2N(Cc3ccc(C#N)cc3)c3ccccc3[C@@]23C[C@@H](C(=O)OC)N(S(=O)(=O)c2ccc(OC)cc2)C3=N1 (some centres not stated),·,-8,10,0,-2,·,·
CC(=O)Nc1ccc(NC(=O)C(C)OC(=O)CCC(=O)c2ccc(F)cc2)cc1 (configuration not stated),-3,-1,-11,·,-8,5,4
COC(=O)/C=C/C1=CN(Cc2ccccc2)CCC1=O,·,0,-9,12,14,8,-2
CC(C)Cc1ccc(CN2CCCC(NC(=O)Cn3cnnn3)C2)cc1 (configuration not stated),-1,-2,12,-13,-2,·,·
CNC[C@@H]1Oc2ccc(NC(=O)Nc3ccccc3)cc2C(=O)N([C@H](C)CO)C[C@@H]1C,3,5,9,4,4,-2,-12
O=C(O)C[C@H]1C[C@H]2c3cc(NS(=O)(=O)c4ccccc4)ccc3O[C@H]2[C@@H](CO)O1,0,1,0,8,8,·,·
CNC[C@H]1Oc2ccc(NC(=O)C3CCCCC3)cc2CC(=O)N([C@H](C)CO)C[C@@H]1C,1&-2,-5&1,4&-6,2&-14,-2&-1,-8&-7,4&-8
CCCNC(=O)c1cc(C2CCCCN2S(=O)(=O)Cc2cccc(C(F)(F)F)c2)on1 (configuration not stated),-8,0,-22,7,1,-12,0
CCCNC(=O)N1CC2(CN(Cc3cccc(OC)c3)C2)c2c(n(C)c3cc(OC)ccc23)[C@@H]1CO,2,2,-14,·,11,·,·
Cc1cc(=O)[nH]c(CN2CCOCC2)n1,-1,-1,27,·,-3,1,-1
O=C(Nc1cccnc1)Nc1ccc(Cl)cc1Cl,3,0,-12,-11,-1,·,·
CC(C)(C)n1nc2c(c1NC(=O)c1ccc(Cl)c([N+](=O)[O-])c1)CS(=O)(=O)C2,0,2,-13,8,-4,-4,-4
CCOc1ccc(-n2c(=O)c3sccc3n(CC(=O)NC3CCCCC3)c2=O)cc1,-5,-4,22,3,0,-3,7
O=C1CSC(c2ccc([N+](=O)[O-])cc2)N1Cc1ccccc1 (configuration not stated),-1,-9,-8,3,-2,-1,-4
O=C(C[C@@H]1C=C[C@@H](NC(=O)C2CC2)[C@H](CO)O1)NCc1ccccc1Cl,2,-1,-9,2,-3,-5,3
COc1nc(-c2ccc(Cl)cc2)ccc1-c1noc(-c2cccs2)n1,·,·,·,8,·,4,-73
O=C(c1ccccc1F)N1C[C@H]2[C@@H](c3ccccc31)[C@@H](CO)N2C(=O)c1ccc(F)cc1,9,0,-5,·,52,-7,14
CO[C@@H]1CN(C)C(=O)c2cc(NS(=O)(=O)c3cn(C)cn3)ccc2OC[C@H](C)N(CCC(F)(F)F)C[C@H]1C,·,·,-6,·,·,-4,8

# Grouped by structure, those above with a tert-butyl group (3)
SMILES,SIRT5 inh,Casp6 inh,LGR2 inh,FN deposition inh,S100A4 inh HTS,esBAF inh,Statin myotox sup
CC(C)(C)c1ccc(C(=O)N2CCC2(C)C(=O)Nc2ccc3[nH]ncc3c2)cc1 (configuration not stated),2,3,10,12,-2,15,-8
COc1ccc2nc(/C=N/NC(=O)CCCCCNC(=O)OC(C)(C)C)ccc2c1,-1,-1,-30,1,-5,·,·
CC(C)(C)n1nc2c(c1NC(=O)c1ccc(Cl)c([N+](=O)[O-])c1)CS(=O)(=O)C2,0,2,-13,8,-4,-4,-4

# Screens from PubChem BioAssay.
